SSB-PriA inh: K. pneumoniae PriA-SSBct interaction inhibition | AlphaScreen SSBct-PriA binding, biotinylated peptide | actives 0.6% (n = 430,000) | inhibition, % at 33 µM; in the data active means inhibition mostly above about 37%, no sharp cut-off; inactive means mostly below about 20%;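 further: plate controls were negative control peptide for no effect and reference peptide for full effect; strong numbers were not always called active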
* hit, by the source's call; & = joins results of further samples. Not all compounds are listed; the hit share may differ from the screen's.

SMILES	SSB-PriA inh
CC1CCCN(S(=O)(=O)c2ccc(C(=O)Nc3nnc(Cc4cccs4)o3)cc2)C1 (stereo not drawn)	37.0*
CCCn1c(=NC(=O)c2ccc(C#N)cc2)sc2c(C)cc(C)cc21	-14.0
COc1ccc(C2(CNC(=O)c3cc4ccccc4o3)CCCC2)cc1	-3.0
CC(C)CCN1C(=O)C(C)(C)COc2ccc(NS(=O)(=O)Cc3ccccc3F)cc21	-25.0&-17.0
O=C(Nc1ccc2c(c1)CN(S(=O)(=O)c1ccccc1)CC2)c1cc(C2CC2)on1	14.0
Cc1cc(C)n(S(=O)(=O)c2ccc(Cl)c(C)c2)n1	-20.0
O=C(Cn1cnc2ccccc21)NC[C@H]1CCCN1c1ccccc1	23.0
O=C1CCSCC(C(=O)Nc2ccccn2)N1 (stereo not drawn)	-1.0
CSc1ccc(C(O)CNC(=O)C2(c3cccs3)CCCC2)cc1 (stereo not drawn)	-4.0
COCCCNC(=O)c1ccc(=O)n(C)n1	-19.0
O=C(Nc1ccc(-c2cn3c(n2)SCC3)cc1)c1ccc(Br)o1	2.0
O=C(Nc1ccc(Br)cc1C(=O)c1ccccc1)c1cc2nc(-c3cccs3)cc(C(F)(F)F)n2n1	1.0
O=C(c1cccc(Cl)c1)N1N=C(c2ccc(Br)cc2)C[C@H]1c1ccco1	-7.0
COC(=O)c1ccc(NC(=O)C(=O)NC[C@H](O)c2csc3ccccc23)cc1	-11.0
Nc1nc(SCc2nnc(SCC(=O)Nc3ccc(S(N)(=O)=O)cc3)n2-c2ccccc2)nc2sc3c(c12)CCC3	-4.0&13.0
COc1cc(-c2noc(C3CCN(S(=O)(=O)c4ccccc4)CC3)n2)ccc1OC(C)C	-5.0
Cc1ccc(NC(=O)CCSc2ccc3ccccc3n2)cc1	-5.0
COc1ccc(C=NNC(=O)CC(=O)NC2CCCCC2)cc1	-18.4
O=C1CNC(=S)N1CC1CCCO1 (stereo not drawn)	-18.0
COc1ccc(C=NNc2cc(N3CCCC3)nc(N3CCCC3)n2)cc1	48.8*
C/C(C=NNC(=O)Cn1nc(C)cc1C)=C/c1ccc(C(C)C)cc1	-9.7
C#CC(C)(CC)OCC(O)CN1CCC(C(=O)OCC)CC1 (stereo not drawn)	2.0
COc1ccc(OC)c(C2c3cccn3CCN2C(=O)Nc2c(F)cccc2F)c1 (stereo not drawn)	20.0
CC(=O)Nc1ccc(S(=O)(=O)N2CCN(S(=O)(=O)c3ccc(C)cc3)CC2)cc1	-19.0
O=C(Cc1cccs1)Nc1ccc(S(=O)(=O)N2CC3CC(C2)c2cccc(=O)n2C3)cc1 (stereo not drawn)	0.0
More results.
SMILES	SSB-PriA inh
O=C(C1CC1)N(CCc1cccs1)Cc1ccco1	4.0
O=c1nc(NCc2ccco2)ccn1-c1nc(-c2ccccc2)sc1-c1ccccc1	2.0
Cc1cc(C)cc(NC(=O)C(C)Oc2cccc(Br)c2)c1 (stereo not drawn)	-56.0
O=C(/C=C\c1ccc2c(c1)OCO2)NCc1nnnn1-c1ccc(F)cc1	-1.0
Clc1ccc(C=NNc2nnc(Cl)c3ccccc23)cc1	0.7
CCOCC(=O)N1CCOCC1CN(C)C (stereo not drawn)	6.0
CC(=NNc1nc(-c2ccccc2)c(CC(=O)O)s1)c1ccccc1	10.5
Cc1nnc(SCC(=O)Nc2ccc(S(N)(=O)=O)cc2)[nH]c1=O	3.0
CCOc1ccc(CNC(=O)c2cc(-c3sc(C)nc3C)[nH]n2)cc1OCC	3.0&7.0
CCCc1ccc(C(=O)NCC[C@H](O)C2CC2)cc1	-17.0
C[C@](O)(CNC(=O)c1csc(-c2ccccc2)n1)C1CC1	0.0
C=C(C)C1CC=C(C)C(=NNC(=O)CCC(=O)Nc2ccccc2Cl)C1 (stereo not drawn)	-4.0
NCCCn1ccnc1-c1ccccc1	-7.0
COCCNC(=O)Nc1cccc(N2CCCC2=O)c1	1.0
O=C(CSC1=NS(=O)(=O)c2cc(F)ccc2N1)Nc1nccs1	-12.0
CCCCc1ccc(NC(=O)CSc2nnc(-c3ccccn3)n2-n2cccc2)cc1	-6.0
Cc1ccc(S(=O)(=O)NC2CCN(c3ccc(C(F)(F)F)cn3)C2)s1 (stereo not drawn)	-21.0
COc1ccc(Cl)cc1NC(=O)C(=O)NCC1CCN(Cc2ccco2)CC1	-15.0&-6.0
O=C(Nc1ccc2c(c1)N(C(=O)C1CCCO1)CC2)c1ccc(C(F)(F)F)cc1 (stereo not drawn)	-17.0&-2.0
O=C(CSc1nncc(=O)[nH]1)NCc1ccc2c(c1)OCO2	-13.0&4.0
CCCOc1ccc(CNC(=O)c2sccc2S(=O)(=O)N2CCN(c3ccccc3)CC2)cc1	-10.0
CCC(=O)Nc1ccc(S(=O)(=O)NC[C@@H](O)Cc2ccccc2)c(C)c1	-2.0
Fc1ccc2nc(Nc3nc(-c4nc5ccccc5s4)cs3)sc2c1	1.0
O=C(NCCn1cc(SCC(=O)N2CCCCC2)c2ccccc21)c1ccc(Cl)cc1	-9.0
COc1ccc(-c2csc(CN3CCN(C(=O)c4ccc(F)c(F)c4)CC3)n2)cc1	-4.0

Grouped by structure, those above containing an aryl methoxy group (7)
SMILES	SSB-PriA inh
COc1ccc(C2(CNC(=O)c3cc4ccccc4o3)CCCC2)cc1	-3.0
COc1cc(-c2noc(C3CCN(S(=O)(=O)c4ccccc4)CC3)n2)ccc1OC(C)C	-5.0
COc1ccc(C=NNC(=O)CC(=O)NC2CCCCC2)cc1	-18.4
COc1ccc(C=NNc2cc(N3CCCC3)nc(N3CCCC3)n2)cc1	48.8*
COc1ccc(OC)c(C2c3cccn3CCN2C(=O)Nc2c(F)cccc2F)c1 (stereo not drawn)	20.0
COc1ccc(Cl)cc1NC(=O)C(=O)NCC1CCN(Cc2ccco2)CC1	-15.0&-6.0
COc1ccc(-c2csc(CN3CCN(C(=O)c4ccc(F)c(F)c4)CC3)n2)cc1	-4.0

Other compounds follow.
SMILES	SSB-PriA inh
CC(Cn1cncn1)C(=O)Nc1ccc(F)cc1 (stereo not drawn)	12.0
COc1cccc(CSc2nc(CC(=O)Nc3cccc(C(C)=O)c3)cc(=O)[nH]2)c1	-10.0
O=S(=O)(NCC(c1ccsc1)N1CCc2ccccc2C1)c1cccc(F)c1 (stereo not drawn)	-13.0
O=C(Nc1ccc(F)cc1)c1ccc2ccccc2c1	-14.0
COc1cccc(-c2cn3c(C(=O)Nc4ccc(S(N)(=O)=O)cc4)csc3n2)c1	-11.0
O=C(Nc1ccc2c(c1)CCCN2C(=O)c1ccccc1)c1ccccc1F	-1.0
COC1CCN(c2ccc(C(=O)NCc3nc(C)no3)cc2)C1 (stereo not drawn)	-21.0
O=C(CSc1nc2scc(-c3ccc(Cl)cc3)c2c(=O)n1-c1ccccc1)Nc1nsc(-c2ccccc2)n1	-5.0
Cc1cc(C)nc(NN=Cc2ccncc2)n1	11.6
O=C(c1ccc(-c2ccsc2)cc1)N1Cc2cnc(N3CCOCC3)nc2C1	-8.0
Cc1sc2nc(SCC(=O)Nc3sc4c(c3C#N)CCCC4)n(C)c(=O)c2c1C	0.0
Cc1ccc(SCCC(=O)Nc2nnc(-c3ccco3)o2)cc1	6.0
Cn1nc(C(=O)NCc2cc(-c3ccco3)on2)ccc1=O	-8.0
O=C(c1cccs1)N1CCC(Cn2c(COc3ccccc3)nc3ccccc32)CC1	1.0
O=S(=O)(c1cccs1)N1CCC(Cn2ccc3ccccc32)CC1	-4.0
COc1cccc(C(=O)NN=Cc2ccc(OC3CSC3)cc2)c1	-12.9
CC(NCC(O)COCC12CC3CC(CC(C3)C1)C2)c1ccccc1 (stereo not drawn)	0.0
Clc1cccc2sc(N3CCNCC3)nc12	-5.0
NS(=O)(=O)c1ccc(Nc2nc(-c3ccccc3)c3cc(Br)ccc3n2)cc1	-5.0&1.0
N#Cc1c(NC(=O)c2ccccc2F)sc2c1CCCC2	1.0
N#Cc1ccc(-c2nn3c(-c4ccccc4)nnc3s2)cc1	-28.0
Cc1nc(-c2ccccc2Cl)sc1CNC(=O)Cn1cnc(C)c(C)c1=O	-13.0
CC(C)N(C(=O)C[n+]1ccc(C=NO)cc1)C(C)C	3.0
CCn1nc(C(=O)N(Cc2cccnc2)c2nc3c(Cl)cccc3s2)cc1C	-4.0
O=C(NCCn1nc(-c2cccs2)ccc1=O)c1ccco1	-1.0

Another view of part of the listing above.
SMILES,SSB-PriA inh
Cn1nc(C(=O)NCc2cc(-c3ccco3)on2)ccc1=O,-8.0
O=C(c1cccs1)N1CCC(Cn2c(COc3ccccc3)nc3ccccc32)CC1,1.0
O=S(=O)(c1cccs1)N1CCC(Cn2ccc3ccccc32)CC1,-4.0
COc1cccc(C(=O)NN=Cc2ccc(OC3CSC3)cc2)c1,-12.9

Other records follow:
SMILES	SSB-PriA inh
CCC(=O)NN=C(C)CC(=O)Nc1ccc2ccccc2c1	-20.4
O=c1c2ccccc2n(Cc2nc(-c3cccs3)no2)c(=O)n1CC1CCCO1 (stereo not drawn)	-4.0
Cc1ccc(C)c2c1sc(=NC(=O)C(C)C)n2C	1.0
COC[C@@](C)(O)CNS(=O)(=O)c1ccc(NC(=O)OC)cc1	7.0
O=C(NC(=S)NCC1CCCO1)C1CCCCC1 (stereo not drawn)	-4.0
O=C(O)c1ccc(O)cn1	88.0
CCOCC(=O)Nc1nn(C)c2c1C(C)CC(=O)N2 (stereo not drawn)	5.0
Cc1ccc(F)cc1NC(=O)CS(=O)(=O)c1cccs1	-2.0
CCOC(=O)c1sc(=NC(=O)c2cc3c(ccc4ccccc43)oc2=O)n(C)c1C	5.0
COc1ccc(C(=O)Nc2cc(C)nc3c(C)cc(C)cc23)cc1OC	-15.0
O=C(CSC1CCCC1)N1CCN(C(=O)C2CC2c2ccc3c(c2)OCO3)CC1 (stereo not drawn)	-10.0
Cc1ccc(NC(=O)[C@H]2CCCN(c3ccc(=O)n(C)n3)C2)c(Br)c1	-8.0
Cc1nn(-c2ccccc2)c(C)c1C=NNC(=O)CSc1nc2ccccc2c(=O)n1-c1ccc(Br)cc1	-23.7
Cc1cc(C)nc(N=C(N)Nc2ccc(OCc3ccccc3)cc2)n1	8.5
COc1ccc(/C=C/C(=O)O)cc1S(=O)(=O)NCc1ccc2c(c1)OCO2	-4.0
O=C(Cn1c(=O)cnc2cc(S(=O)(=O)N3CCCCC3)ccc21)NCc1ccc2c(c1)OCO2	-7.0&0.0
CNc1nc(Cl)ncc1N	5.0
COC(=O)N1CCc2ccccc2C1C(=O)N1CCCc2ccccc21 (stereo not drawn)	42.0
Cc1csc(C(=NO)c2csc(C)n2)n1	-10.9
CC(=O)N1CCN(c2ccnc3c2c(=O)n(CC(=O)NCCc2ccccc2)c(=O)n3C)CC1	-7.0
CC1C(=O)NCCN1C(=O)CN1C(=O)c2ccccc2C1=O (stereo not drawn)	-10.0
O=C(CSc1nc(=O)n(Cc2ccco2)c2c1CCC2)Nc1ccc(F)c(F)c1	-6.0
Cc1cc2nc(N(Cc3cccnc3)C(=O)c3ccc(S(=O)(=O)C(C)C)cc3)sc2cc1C	4.0
Cc1sc(NC(=O)C2CC2)c(-c2nc3ccccc3s2)c1C	-18.0&-15.0
CO[C@@]1(CNC(=O)c2ccc3c(c2)OCO3)CCSC1	-15.0
(continued)
SMILES	SSB-PriA inh
CCOc1ccc(CC(=O)N2CCN(c3nccn3-c3cccc(Cl)c3)CC2)cc1	28.0
Cn1nc(CNC(=O)C2CC=CCC2)c2c1CCOC2 (stereo not drawn)	-4.0
COc1cccc(OCC(=O)Nc2ccc(-c3nnc(C)o3)cc2)c1	4.0
O=C(O)C1=Cc2cc(Cl)ccc2OC1	2.0
Cc1c(C(O)=C2C(=O)C(=O)N(CCCN(C)C)C2c2ccccc2)cnn1-c1ccccc1 (stereo not drawn)	2.5
CCOC(=O)c1c(N=CC2C(=O)CCCC2=O)sc(C)c1C	-6.7
COc1ccc(C(CC(=O)NCCN2CCOCC2)Sc2n[nH]c(-c3ccc(Cl)cc3)n2)cc1 (stereo not drawn)	-8.0
CCOC(=O)c1c(NC(=O)c2cc(C)nn2C)sc2c1CC(C)(C)NC2(C)C	-12.0
O=C(Nc1nc(-c2cc3ccccc3oc2=O)cs1)c1ccc(-c2nc3ccccc3s2)s1	4.0
Cc1cc(O)c(C(=O)Nc2ccc(Cl)c(Cl)c2)c(=O)n1C	-14.0
COc1ccc(NC(=O)CN2CCN(c3cc(Cl)ccc3Cl)CC2)cc1	3.0
COc1ccc(CCNC(=O)c2ccc(Cn3c(C)nc4ccccc43)o2)cc1OC	1.0
Cc1ccnc(Nc2ccc(N3CCN(C(=O)Nc4cccc(Cl)c4C)CC3)nn2)c1	-26.0
O=c1ccc(-c2nc(C3CC3)no2)cn1Cc1cc(=O)n2ccccc2n1	-9.0
CSc1ccccc1C(=O)NCCCn1ccnc1-c1ccccc1	-5.0
CNC(=O)c1cccc(-c2noc(C3CN(Cc4cc(OC)cc(OC)c4)C3)n2)c1	-8.0
O=C(c1cnn2ccccc12)N1CCN(S(=O)(=O)CCN2C(=O)CCCC2=O)CC1	-13.0
CC(=O)NC(N)=Nc1nc(=O)c2ccccc2s1	-7.5
COc1ccc(S(=O)(=O)N2CC[C@H](Oc3cc(C)n(C)c(=O)c3)C2)cc1C	-8.0
COc1ccc(OC)c(NC(=O)C(=O)NCC2CCN(Cc3ccccc3)CC2)c1	2.0
O=C(Cc1csc(Nc2ccc(OC(F)(F)F)cc2)n1)NC1CC1	0.0
O=C(CN1C(=O)c2ccccc2S1(=O)=O)N(Cc1ccccc1)c1ccccn1	-14.0
N#Cc1cccnc1OC1CCN(C(=O)Cn2cnc3ccccc3c2=O)CC1	-6.0
Cn1c(CCNC(=O)C2CCCCC2)nc2ccccc21	-6.0
Cc1cccc(NC(=O)CSc2ccc(Cl)cc2)c1	-5.0
Carrying on.
SMILES	SSB-PriA inh
Cc1cc(NC(=O)[C@H]2CC(=O)N(c3ccc(F)cc3)C2)n(-c2nc3c(c(=O)[nH]2)CCC3)n1	-7.0
O=C1NC(=NO)S/C1=C\c1ccccc1-n1cccn1	9.8
CCCS(=O)(=O)NCc1cncc(-c2ccsc2)c1	-21.0
Cc1ccc(NC(=O)CSc2ccc(NC(=O)C(C)C)nn2)cc1F	1.0
CCCS(=O)(=O)N1CCCc2ccc(NS(=O)(=O)CCc3ccc(OC)cc3)cc21	-2.0
CS(=O)(=O)N1CCC(C(=O)NCCn2ccnc2-c2ccccn2)CC1	-8.0
CCCC(=O)Oc1ccc(N(C(=O)CCC)S(=O)(=O)c2ccccc2)cc1Br	-4.0

Assay outcomes deposited in PubChem by Small Molecule Screening Facility, UW Madison.
